# Dengue-2 NS5 capping – flavivirus cap methylation enzyme inhibition – biochemical, confirmation dose response, primary screen (AID 588689) | 340,000 tested, 0.3% active | Dengue-2 NS5 methyltransferase capping enzyme assay, biochemical; higher % means a stronger effect | inhibition, % at 25 µM, or IC50 in µM where a hit was titrated; in the data active = a potency from the dose series
# Myeloid diff 2 – compounds promoting myeloid differentiation; calls only at 10 µM; 360,000 tested, 1% active; ER-HoxA9 myeloid progenitors, lysozyme-GFP differentiation, flow cytometry; AID 624256;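 active = normalized GFP-positive differentiation at or above the plate's own cutoff, the solvent-only control mean plus 3 SD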;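 note: cells exposed to compound for four days before flow analysis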
# Myeloid diff 2 GFP+ MAC1+ % – recorded beside Myeloid diff 2, whose call it bears; GFP+ MAC1+ double positive, %; measured here: differentiation confirmed by MAC1 staining
# The depositor's hits bear a star; i = inactive. An excerpt; count on the stated rates, not on these rows.
# Each structure is followed by: Dengue-2 NS5 capping	Myeloid diff 2	Myeloid diff 2 GFP+ MAC1+ %
1. COC(=O)C1=C(c2ccc(-c3ccccc3)c(F)c2)C[C@@H]2CC[C@H]1N2C(=O)N1CCC(C)CC1
    -3%	i	1.1
2. N#Cc1ccc(NC(=O)CN2C(=O)NC3(CCCCCCC3)C2=O)cc1Cl
    0%	i	0.2
3. CCOC1=C(N2CC2)C(=O)C(OCC)=C(N2CC2)C1=O
    -2%	i	0.5
4. Oc1cc(Cl)c(Cl)c(Cl)c1Cl
    -6%	i	0.6
5. O=C1C(=Cc2ccccc2)N2CCC1CC2
    -8%	i	0.9
6. COc1ccc(C(O)(c2ccccc2)c2ccncc2)cc1 (stereo unspecified)
    1%	i	0.8
7. CCN1C[C@]2(COC)CC[C@H](O)[C@]34C1[C@](O)([C@@H](OC)[C@H]23)[C@@]1(O)C[C@H](OC)[C@H]2C[C@@H]4[C@@H]1[C@H]2OC
    -10%	i	2.8
8. CCCNC(=O)N1[C@H]2CC[C@@H]1C(C(=O)OC)=C(c1cccc(C#N)c1)C2
    4%	i	1.6
9. CCCNC(=O)N1[C@H]2CC[C@@H]1C(C(=O)OC)=C(c1ccc(S(C)(=O)=O)cc1)C2
    -2%	i	1.5
10. COc1ccc(C(=O)OC2C[C@H]3CC[C@H](C2)N3C)cc1OC (stereo partly specified)
    -7%	i	0.6
11. O=S(=O)(O)C(=Cc1ccccc1)c1ccccc1 (tested in a mixture with another compound)
    -2%	i	0.9
12. COC(=O)C1=C(c2cc3ccccc3s2)C[C@@H]2CC[C@H]1N2C(=O)NCc1ccc(F)cc1
    5%	i	2.4
13. C=C1[C@H]2CC[C@H]3[C@]4(C)C[C@H](O[C@@H]5OC(CO)[C@@H](OSOOO)[C@H](OS(=O)(=O)O)[C@H]5OC(=O)CC(C)C)C[C@@H](C(=O)O)[C@H]4CC[C@]3(C2)[C@H]1O (stereo partly specified)
    -4%	i	0.8
14. CCSC(=O)N1CCCCCC1
    -1%	i	2.2
15. CNC(=O)Oc1cc2c(cc1C(C)(C)C)CCC2
    1%	i	0.9

# 3 entries from above, field by field:
4) Oc1cc(Cl)c(Cl)c(Cl)c1Cl
  Dengue-2 NS5 capping: -6% | Myeloid diff 2: i | Myeloid diff 2 GFP+ MAC1+ %: 0.6
5) O=C1C(=Cc2ccccc2)N2CCC1CC2
  Dengue-2 NS5 capping: -8% | Myeloid diff 2: i | Myeloid diff 2 GFP+ MAC1+ %: 0.9
6) COc1ccc(C(O)(c2ccccc2)c2ccncc2)cc1 (stereo unspecified)
  Dengue-2 NS5 capping: 1% | Myeloid diff 2: i | Myeloid diff 2 GFP+ MAC1+ %: 0.8

# Rewritten as labelled records: part of the list above
9: CCCNC(=O)N1[C@H]2CC[C@@H]1C(C(=O)OC)=C(c1ccc(S(C)(=O)=O)cc1)C2
  Dengue-2 NS5 capping: -2%; Myeloid diff 2: i; Myeloid diff 2 GFP+ MAC1+ %: 1.5

10: COc1ccc(C(=O)OC2C[C@H]3CC[C@H](C2)N3C)cc1OC (stereo partly specified)
  Dengue-2 NS5 capping: -7%; Myeloid diff 2: i; Myeloid diff 2 GFP+ MAC1+ %: 0.6

11: O=S(=O)(O)C(=Cc1ccccc1)c1ccccc1 (tested in a mixture with another compound)
  Dengue-2 NS5 capping: -2%; Myeloid diff 2: i; Myeloid diff 2 GFP+ MAC1+ %: 0.9

12: COC(=O)C1=C(c2cc3ccccc3s2)C[C@@H]2CC[C@H]1N2C(=O)NCc1ccc(F)cc1
  Dengue-2 NS5 capping: 5%; Myeloid diff 2: i; Myeloid diff 2 GFP+ MAC1+ %: 2.4

# Carrying on.
# Each structure is followed by: Dengue-2 NS5 capping	Myeloid diff 2	Myeloid diff 2 GFP+ MAC1+ %
16. COC(=O)C1=C(c2c(C)noc2C)C[C@@H]2CC[C@H]1N2C(=O)NC1CC1
    3%	i	0.8
17. COC(=O)C1=C(c2cccc(OC)c2OC)C[C@@H]2CC[C@H]1N2C(=O)NC(C)C
    -7%	i	4.9
18. C[C@]12CCC3C(CC[C@H]4C[C@@H](O)[C@H](O)C[C@]34C)C1CC[C@@H]2O (stereo partly specified)
    5%	i	1.4
19. COCCNC(=O)N1[C@H]2CC[C@@H]1C(C(=O)OC)=C(c1ccc(OC)c(OC)c1)C2
    -5%	i	1.4
20. c1ccc(CCCN2CCN(CCOC(c3ccccc3)c3ccccc3)CC2)cc1
    -7%	i	1.5
21. COc1ccc2c(c1)C1(C(=O)O)CC=CCC1(C(=O)O)C2 (stereo unspecified)
    9%	i	0.9

# Compound activity from PubChem.
